BLM inh: inhibitors of human Bloom syndrome helicase BLM; 350,000 tested, 0.2% active; Potency, µM (highest dose often 56.1 µM), inactives show at the highest dose activity change, negative = inhibition, usual class: inhibitors; recombinant BLM DNA unwinding, fluorescence dequenching;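 further: potency means the concentration at half of the fitted maximal effect; plate controls were vehicle for no effect and no enzyme for full effect; nearly all actives have a fitted effect of over 35% in size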
APEX1 inh: inhibitors of human APE1 endonuclease. P27695. recombinant APE1, TAMRA/BHQ-2 abasic DNA cleavage fluorescence. Potency, µM (doses to about 65.8 µM), inactives show top-dose activity change, negative = inhibition, most hits filed as inhibitors. 350,000 tested, 0.35% active. AID 2517;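 further: potency means the concentration at half of the fitted maximal effect; plate controls were vehicle for no effect and reference inhibitor for full effect; nearly all actives have a fitted effect of over 55% in size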
Target sequence (P27695 whole entry, looked up): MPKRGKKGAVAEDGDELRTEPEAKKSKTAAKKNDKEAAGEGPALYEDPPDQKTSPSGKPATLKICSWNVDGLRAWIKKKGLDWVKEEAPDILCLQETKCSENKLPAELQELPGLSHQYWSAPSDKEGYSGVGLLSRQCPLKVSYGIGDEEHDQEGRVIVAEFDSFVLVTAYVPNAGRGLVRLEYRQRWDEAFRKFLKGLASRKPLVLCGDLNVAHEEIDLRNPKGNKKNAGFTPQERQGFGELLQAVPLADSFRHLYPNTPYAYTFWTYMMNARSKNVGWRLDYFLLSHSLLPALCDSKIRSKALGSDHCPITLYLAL
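Compound pre-exposure to 0.75 nM APE1, 15 min at ambient temperature. Reaction initiated with 50 nM TAMRA/BHQ-2 THF substrate, read immediately in kinetic mode, 525 nm excitation, 598 nm emission.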
POLI inh: DNA polymerase iota (human) inhibition | 390,000 tested, 1% active | Potency, µM (series often up to 115 µM), for inactives: top-dose activity, negative = inhibition, most hits filed as inhibitors | AID 588590 | Pol iota fluorescent replication assay, 10 min; further: potency means the concentration at half of the fitted maximal effect
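Fluorescent replication assay read twice, at 0 min and 10 min after adding 50 nM (final) substrate. Enzyme (10 nM) and compounds were first incubated 15 min at room temperature; enzyme-free buffer wells were negative controls.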
GRP78 ERSR act: induces the endoplasmic reticulum stress response in human glioma cells; U87-MG GRP78 promoter luciferase reporter, 16 h; Potency, µM, inactives show at the highest dose activation, actives largely listed as activators; 420,000 tested, 0.02% active; further: potency means the concentration at half of the fitted maximal effect; series mostly up to about 76 µM; % of control where 0% means no effect; nearly all actives have a fitted effect of over 35% in size
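Stably transfected U87-MG glioma cells carrying a GRP78-based luciferase sensor; 16 h compound incubation. Luminescence end-point read 10 min after Bright-Glo addition at room temperature.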
Pol beta inh: blocks human DNA polymerase beta activity | P06746 | Pol beta primer extension/strand displacement, fluorescence kinetic | Potency, µM (highest dose often 114 µM), for the others: top-dose activity change, negative = inhibition, usual class: inhibitors | 340,000 tested, 1.3% active | AID 485314; further: potency means the concentration at half of the fitted maximal effect; on the % scale 0 is the no-effect control and ±100 the full control effect
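Kinetic readout of DNA synthesis with strand displacement by Pol beta. Compound and 10 nM enzyme sit 15 min at room temperature; 50 nM substrate starts the reaction, read immediately and at 10 min.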
Pol eta inh: DNA polymerase eta (human) inhibition; recombinant Pol eta, fluorescent DNA replication assay; Potency, µM (top dose mostly 114 µM), for the others: at the top dose activity change, negative = inhibition, most hits filed as inhibitors; 390,000 tested, 1.2% active; AID 588591; further: potency means the concentration at half of the fitted maximal effect; on the % scale 0 is the no-effect control and ±100 the full control effect
Target sequence (Q9Y253 whole entry, looked up): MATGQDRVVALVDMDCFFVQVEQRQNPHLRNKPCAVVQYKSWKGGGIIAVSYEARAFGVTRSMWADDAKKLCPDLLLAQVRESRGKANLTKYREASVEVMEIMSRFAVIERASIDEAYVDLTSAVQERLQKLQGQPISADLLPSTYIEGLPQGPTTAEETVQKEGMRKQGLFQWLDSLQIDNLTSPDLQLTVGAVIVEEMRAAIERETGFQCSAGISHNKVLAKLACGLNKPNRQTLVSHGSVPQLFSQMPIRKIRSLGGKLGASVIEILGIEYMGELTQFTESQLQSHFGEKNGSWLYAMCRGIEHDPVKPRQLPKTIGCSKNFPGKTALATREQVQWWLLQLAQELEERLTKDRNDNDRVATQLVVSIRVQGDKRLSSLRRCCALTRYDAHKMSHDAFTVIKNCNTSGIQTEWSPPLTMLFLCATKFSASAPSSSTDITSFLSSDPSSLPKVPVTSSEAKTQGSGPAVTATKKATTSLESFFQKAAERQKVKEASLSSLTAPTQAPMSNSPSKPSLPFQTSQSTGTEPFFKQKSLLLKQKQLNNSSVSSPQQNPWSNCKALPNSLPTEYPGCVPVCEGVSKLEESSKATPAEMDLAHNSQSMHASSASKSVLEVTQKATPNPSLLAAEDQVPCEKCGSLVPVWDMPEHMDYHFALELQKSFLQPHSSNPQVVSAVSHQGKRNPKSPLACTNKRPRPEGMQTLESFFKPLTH
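Pol eta (10 nM) was preincubated with compounds for 15 min at room temperature, after which fluorescent replication substrate (50 nM final) was added to start the reaction. Fluorescence was read kinetically at 0 and 10 min.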
POLK inh: blocks human DNA polymerase kappa activity; purified Pol kappa, fluorescent DNA synthesis assay, 10 min; Potency, µM (doses to about 107 µM), inactives show at the top dose activity, negative = inhibition, most hits filed as inhibitors; 400,000 tested, 0.53% active; AID 588579; further: potency means the concentration at half of the fitted maximal effect; on the % scale 0 is the no-effect control and ±100 the full control effect
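Inhibition of 10 nM Pol kappa is measured by a fluorescent read-out at 0 and 10 min following addition of 50 nM substrate (final), with a 15-min room-temperature compound preincubation.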
Apoferritin bind: candidate novel general anesthetic via apoferritin binding. P02791. apoferritin/1-aminoanthracene competitive binding, fluorescence. Potency, µM (top dose mostly 77.5 µM), for the others: at the top dose activity change, negative = displacement, usual class: inhibitors. 350,000 tested, 0.074% active. AID 485281; further: potency means the concentration at half of the fitted maximal effect; on the % scale 0 is the no-effect control and ±100 the full control effect; nearly all actives have a fitted effect of over 20% in size
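Apoferritin-based anesthetic binding model; compound displacement of fluorescent 1-AMA measured as endpoint fluorescence after 10 minutes at room temperature, scaled to free-ligand and complex controls.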
LDHA block: inhibitors of human lactate dehydrogenase A | purified LDHA, NADH/diaphorase-resazurin fluorescence; stronger effect = lower value | activity change, % (values are at about 110 or 230 µM) | 480,000 tested, 0.15% active | AID 1347041; in the data active means activity change below about -30%; inconclusive means mostly about -25% to -30%;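 further: plate controls were DMSO wells for no effect and wells without enzyme for full effect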
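Remaining NADH was detected by diaphorase (0.133 mg/mL) converting 37 µM resazurin to fluorescent resorufin, read at 0 and 20 minutes. The preceding 5-minute room-temperature reaction used 2 nM LDHA, 0.2 mM sodium pyruvate and 0.06 mM NADH at pH 7.4.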
* = called active by the depositor; ? = inconclusive; / = not tested or not shown; [ ] = another dose, or the depositor's remark. Unless noted, the call rests on the fitted dose curve; in most records, active means well fitted curve in the direction sought with a large enough effect; inconclusive means small, poorly fitted or top-dose-only effect, or another doubt; inactive means no such curve, though single readings can be large; an effect the other way counts as inactive or inconclusive. An excerpt; count on the stated rates, not on these rows.

Start of the data: the first 2 compounds as a preview:
Every second line gives: BLM inh	APEX1 inh	POLI inh	GRP78 ERSR act	Pol beta inh	Pol eta inh	POLK inh	Apoferritin bind	LDHA block
> CN(Cc1ccccc1C#N)S(=O)(=O)c1cccs1
    -3%	12%	30%	-1%	2%	-10%	6%	2%	-3
> O=C(O)c1ccc(CSc2ncnc3c2cnn3Cc2ccccc2)cc1
    -4%	14%	1%	0%	5%	-9%	5%	11%	-8

The listing (from the top)
Every second line gives: BLM inh	APEX1 inh	POLI inh	GRP78 ERSR act	Pol beta inh	Pol eta inh	POLK inh	Apoferritin bind	LDHA block
> CN(Cc1ccccc1C#N)S(=O)(=O)c1cccs1
    -3%	12%	30%	-1%	2%	-10%	6%	2%	-3
> O=C(O)c1ccc(CSc2ncnc3c2cnn3Cc2ccccc2)cc1
    -4%	14%	1%	0%	5%	-9%	5%	11%	-8
> CN(C)C=NC(=O)c1cc(C(=O)c2ccc(Cl)cc2Cl)c[nH]1
    -15%	5%	58%[activator]	-2%	-5%	-19%	-3%	-2%	-3
> COc1ccc(-c2ccc3c(c2)S(=O)(=O)c2cccc(C(=O)N4CCN(C5CCCCC5)CC4)c2C3=O)cc1OC
    /	0%	?	-2%	/	-13%	-9%	/	1
> CCc1ccc(N2C(=O)C(Cl)=C(Nc3ccc(C(=O)N4CCCC4)cc3)C2=O)cc1
    /	23%	0%	0%	/	-2%	4%	/	1
> CC1CC2C(C(O)C[C@]3(C)C2CC[C@]3(O)C(=O)CO)[C@]2(C)C=CC(=O)C=C12 (some centres not stated)
    -6%	-2%	/	-5%	/	/	-4%[60.1 µM]	-3%	/
> O=C(Nc1cc(S(=O)(=O)N2CCOCC2)ccc1Cl)c1cc2ccccc2o1
    /	12%	43%[activator]	-1%	/	-10%	-14%	/	-4
> CCOc1ccc(-c2n[nH]c(C)c2-c2ccccn2)c(O)c1
    -4%	2%	25%	-4%	30%	-4%	-12%	-8%	5
> O=C(c1cnn(-c2ccccc2)c1)c1cc(F)ccc1O
    -6%	11%	131%[activator]	2%	82%	-14%	0%	1%	-3
> NC(=O)COc1c(-c2ccco2)oc2ccccc2c1=O
    -3%	-8%	91%[activator]	6%	16%	0%	-2%	3%	-13
> O=C(CNS(=O)(=O)c1ccc(F)cc1)N1CCCC1
    /	/	23%	-2%	/	-5%	4%	/	5
> COc1ccccc1NC(=O)N(CCN1CCOCC1)Cc1cc2cc(C)cc(C)c2[nH]c1=O
    3%	1%	51%[activator]	-2%	0%	-15%	-10%	-4%	-5
> COc1cccc(NC(=O)CCN2C(=O)c3cccc([N+](=O)[O-])c3C2=O)c1
    -2%	20%	116%[activator]	-2%	1%	7%	-12%	-2%	-3
> CCCCN(C(=O)CSc1ncnc2sccc12)c1c(N)n(Cc2ccccc2)c(=O)[nH]c1=O
    /	5%	10%	-5%	/	7%	-1%	/	-4
> Cc1ccc2sc(N(Cc3cccnc3)C(=O)CCOc3ccccc3)nc2c1C
    -7%	/	16%	-3%	26%	-5%	-2%[60.1 µM]	-1%	-5
> CCS(=O)(=O)N1CCN(c2ccc([N+](=O)[O-])c(NCc3ccccc3)c2)CC1
    -2%	-2%	12%	2%	21%	-9%	-16%	?	-2
> Cc1cc2cc(CCNC(=O)c3cccc([N+](=O)[O-])c3)c(=O)[nH]c2cc1C
    2%	-2%	12%	-9%	13%	-21%	-4%	-7%	-5
> N#CCCn1cc(/C=N/N=C2\NC(=O)C(CC(=O)O)S2)c(-c2ccc(F)cc2)n1 (configuration not stated)
    -2%	2%	8%	-2%	2%	-13%	-15%	-7%	-6
> O=S(=O)(NCc1ccco1)c1ccc(Cl)nc1
    -7%	2%	10%	-3%	-2%	-1%	-14%	-12%	-4
> COc1ccc(NS(=O)(=O)c2ccc(NS(=O)(=O)c3ccc4c(c3)OCCO4)cc2)cc1
    -1%	/	-2%	-2%	11%	-3%	-6%	?	-2
> COc1ccc(NC(=O)CSc2nccn2C2CCCC2)cc1OC
    0%	/	14%	1%	5%	-19%	-11%[60.1 µM]	-9%	-7
> CCOC(=O)c1c(NC(C)=O)no[n+]1[O-]
    -9%	-2%	8%	-3%	3%	-16%	-8%	-3%	-3
> NC(=O)C1CC(=O)N(c2ccc(OCc3c(Cl)cccc3Cl)cc2)C1 (configuration not stated)
    -4%	2%	14%	-4%	-1%	-10%	12%	-24%	0
> COc1ccc(OCC(Cn2cnc3ccccc32)OC(C)=O)cc1 (configuration not stated)
    -5%	2%	69%[activator]	2%	-26%	-13%	-10%	-7%	-1
> NC1=NC(=O)C(Cc2cc(Cl)ccc2Cl)S1 (configuration not stated)
    1%	0%	9%	0%	?	6%	0%	-12%	-5
> COC(=O)[C@H](C)N1C/C=C\COc2c(Cl)cc(Cl)cc2S1(=O)=O
    /	-5%	27%	2%	/	-15%	-9%	/	-6
> CC1CN(S(=O)(=O)c2cccc(C(F)(F)F)c2)C(C)N1C(=O)N1CCOCC1 (configuration not stated)
    -1%	29%[12.4 µM]	-1%	0%	-12%	-3%	0%	-9%	-1
> C=CC[C@]12C=C(OC)C(=O)C(OC)=C1O[C@@H](c1ccc3c(c1)OCO3)[C@H]2C
    /	/	37%[activator]	3%	/	-6%	19%	/	6
> O=C(Cc1ccc(NC2=NC3CS(=O)(=O)CC3S2)cc1)NCc1ccc(Cl)cc1 (configuration not stated)
    0%	-3%	6%	-4%	1%	-26%	-2%	-7%	-1
> Cc1cc(C)nc(SCC(=O)Nc2ccnc3ccccc23)n1
    3%	4%	32%[activator]	1%	0%	-15%	9%	-4%	2

Single records, as listed above. Order of screens: BLM inh	APEX1 inh	POLI inh	GRP78 ERSR act	Pol beta inh	Pol eta inh	POLK inh	Apoferritin bind	LDHA block
`NC(=O)COc1c(-c2ccco2)oc2ccccc2c1=O` as listed: -3%	-8%	91%[activator]	6%	16%	0%	-2%	3%	-13
`Cc1cc(C)nc(SCC(=O)Nc2ccnc3ccccc23)n1` as listed: 3%	4%	32%[activator]	1%	0%	-15%	9%	-4%	2
`CC1CN(S(=O)(=O)c2cccc(C(F)(F)F)c2)C(C)N1C(=O)N1CCOCC1` (configuration not stated) as listed: -1%	29%[12.4 µM]	-1%	0%	-12%	-3%	0%	-9%	-1

(cont.)
Every second line gives: BLM inh	APEX1 inh	POLI inh	GRP78 ERSR act	Pol beta inh	Pol eta inh	POLK inh	Apoferritin bind	LDHA block
> CCC(=O)N1CCN(c2nc(C)nc3sc(C)c(C)c23)CC1
    0%	-3%	20%	-3%	-14%	3%	-1%	-2%	2
> CC1CCN(C(=O)COC(=O)c2cc3ccccc3oc2=O)CC1
    /	23%	14%	-2%	/	-13%	1%	/	-12
> COc1ccc(N2CCN(C(=O)Cc3coc4ccc(C)cc34)CC2)cc1
    -2%	/	-14%	-3%	?	-28%	-21%	-13%	4
> CN(C)C(CNC(=O)c1cccc(C(F)(F)F)c1)c1ccco1 (configuration not stated)
    -3%	16%	75%[activator]	-1%	-5%	5%	-5%	2%	-2
> CCOC(=O)CCCNC(=O)COC(=O)c1cc(C)cc(C)c1
    4%	8%	1%	1%	19%	8%	-2%	-10%	-3
> C=CCSc1nccc(-c2nn(-c3ccc(C)cc3)ccc2=O)n1
    -1%	3%	?	-2%	19%	-20%	-15%	?	0
> CCCC(=O)NCCc1nc2cc([N+](=O)[O-])ccc2n1C
    4%	1%	12%	-2%	24%	-9%	11%	1%	0
> COc1ccccc1-n1cc(CN2CCCC(CO)(Cc3cccc(Cl)c3)C2)cn1 (configuration not stated)
    -1%	24%	23%	-1%	?	-26%	5%	-9%	-2
> CCCCNC1=C(Br)C(=O)CC(C)(C)C1
    -5%	0%	-1%	-2%	2%	-10%	-17%	2%	-1
> CC(C)(C)n1nnnc1C(c1ccncc1)N(Cc1ccccc1)Cc1ccco1 (configuration not stated)
    -9%	-5%	?	-3%	0%	4%	-6%	-6%	4
> Cc1ccc(S(N)(=O)=O)c(C)c1-n1cnnn1
    -1%	-1%	87%[activator]	-1%	20%	-15%	3%	-2%	-5
> CC(=O)NCCC(=O)N1CCCC(CNC(=O)c2ccc(-c3ccccc3)cc2)C1 (configuration not stated)
    -3%	2%	23%	5%	9%	-7%	-8%	-6%	-11
> O=C(COC(=O)/C=C/c1ccc(Cl)c(Cl)c1)NC1CC1
    /	1%	-14%	-4%	/	-10%	-11%	/	-5
> Cc1ccsc1/C=c1\sc2ncnn2c1=O
    0%	18%	27%	-3%	12%	-9%	6%	-16%	-2
> COC(=O)C1C(=O)c2c(C)noc2CC1(C)C (configuration not stated)
    -5%	11%	30%	-5%	1%	-2%	-2%	-10%	-2
> CCC(=O)N1c2ccccc2CC1C(=O)NCc1ccccc1C (configuration not stated)
    0%	/	4%	-3%	25%	-11%	-5%[60.1 µM]	-7%	2
> CCCOc1ccc(C2C(=O)N(C3CCC(C)CC3)CC(=O)N2CCC2=CCCCC2)cc1OC (configuration not stated)
    -5%	/	-2%	-3%	36%[activator]	-12%	-9%[60.1 µM]	-6%	-7
> Cc1cc(C)nc(SCc2ccc(Cl)cc2)n1
    -2%	5%	129%[activator]	-2%	-25%	4%	-12%	?	-6
> NC(=O)NC(=O)C(OC(=O)CCNS(=O)(=O)c1ccccc1)c1ccccc1 (configuration not stated)
    /	-19%	40%[activator]	-1%	/	-7%	-4%	/	-4
> O=C(N/N=C/c1ccco1)C(O)c1ccccc1 (configuration not stated)
    0%	1%	4%	5%	1%	22%	-2%	1%	-9
> COc1cccc(NC(=S)Nc2cc(C(=O)O)ccc2N2CC3CC(C2)c2cccc(=O)n2C3)c1 (configuration not stated)
    -3%	5%	-14%	-4%	2%	-12%	-18%	-6%	-1
> COC(=O)CNC(=O)CSc1nc(N)cc(=O)[nH]1
    -3%	10%	11%	-3%	38%	-9%	-9%	-5%	-14
> O=C(c1cccc(Oc2c(Cl)cccc2[N+](=O)[O-])c1)N1CCOCC1
    -2%	14%	-8%	-4%	8%	-8%	-4%	-12%	3
> O=C(NC(=S)Nc1ccc(CN2CCOCC2)cc1)c1ccc(-c2ccc(Br)cc2)o1
    -6%	1%	63%[activator]	-3%	0%	-16%	-14%	-5%	-9
